Screens from PubChem BioAssay.
TexasRed autofl: Texas Red region autofluorescence; max dye-equivalent concentration, M; 59,000 tested, 0.06% active; Compound fluorescence, Texas Red channel, 547/618 nm; active compounds read high; AID 587; in the data active means max dye-equivalent concentration above about 10 nM; inconclusive means between about 1.1 nM and that limit
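qHTS profiling of intrinsic compound fluorescence; 100 mM Tris pH 8.0; 15 min RT; ex 547 / em 618 nm; response expressed as Texas Red dye-equivalent concentration from six-point plate standard.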
ERK AVP block: blocks ERK signaling stimulated by vasopressin; Potency, µM (top dose mostly 57.5 µM), inactives show at the top dose activity, negative = inhibition, actives largely listed as inhibitors; HEK293-V1b, vasopressin-stimulated pERK AlphaScreen; AID 995; 72,000 tested, 0.99% active; further: potency means the concentration at half of the fitted maximal effect; on the % scale 0 is the no-effect control and ±100 the full control effect; nearly all actives have a fitted effect of over 55% in size
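HEK293 cells stably expressing V1b receptor, preincubated 30 min at 37 °C with compound, then stimulated 5 min with 25 nM vasopressin. Phospho-ERK by AlphaScreen SureFire after 5 h RT; normalized to DMSO and vasopressin; AC50 by Hill fit.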
4-MU autofl: 4-MU region autofluorescence. compound autofluorescence, 340/450 nm, 4-MU equivalents; active compounds read high. max dye-equivalent concentration, M. 59,000 tested, 11% active. AID 589; in the data active means max dye-equivalent concentration above about 10 nM; inconclusive means mostly about 1.1 nM to 9.6 nM
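Compounds in 100 mM Tris, pH 8.0, incubated 15 min at room temperature, then fluorescence read at 340 nm excitation/450 nm emission. Signal converted to 4-MU dye-equivalent concentration using an on-plate six-point 4-MU standard curve.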
Epigenetic mod: epigenetic modulators derepressing GFP locus in mouse cells; mouse C127i GFP locus derepression, cytometry, 30 h; Potency, µM (top dose mostly 46.1 µM), for inactives: at the highest dose GFP derepression (activation); 68,000 tested, 0.09% active; further: % of control where 0% means no effect
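Derepression screen: silenced CMV-GFP reporter in murine C127i cells, 30 h compound incubation at 37 C, washed cells imaged by laser-scanning cytometer to enumerate GFP-expressing objects of 20 to 120 um.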
HBB splicing: modulators of hemoglobin beta chain splicing | HBB splicing reporter cell assay, activation; EGFP reporter with mutant IVS2-654 intron; response scale: normalised to 500 nM splice-correcting PNA | Potency, µM (series often up to 46.1 µM), for the others: top-dose activation, actives largely listed as activators | 65,000 tested, 0.06% active | AID 925; further: potency means the concentration at half of the fitted maximal effect; 0% is about no effect
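HeLa cells stably expressing EGFP interrupted by mutant beta-globin intron 2 (IVS2-654), 500/well in 2% FCS. Treated with compound for 2 days at 37C. Splicing correction scored as total well GFP intensity (488 nm excitation, 500-520 nm emission); 500 nM antisense PNA served as control.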
Hsp90 Hop PPI: changes Hsp90-Hop TPR2A binding signal, up or down; AlphaScreen TPR2A-His6 binding biotin-Hsp90 C-terminal peptide; Potency, µM (highest dose often 57 µM), without a hit: at the top dose activity change, negative = inhibition; 71,000 tested, 0.44% active; active means well fitted curve in either direction with a large enough effect; inconclusive means small, poorly fitted or top-dose-only effect, or another doubt; further: potency means the concentration at half of the fitted maximal effect; on the % scale 0 is the no-effect control and ±100 the full control effect; many of its hits are not listed in these tables
A350 autofl: A350 region autofluorescence; max dye-equivalent concentration, M; 59,000 tested, 11% active; Compound autofluorescence, 340/450 nm, Alexa 350 dye-equivalents; active compounds read high; in the data active means max dye-equivalent concentration above about 10 nM; inconclusive means mostly about 1.1 nM to 9.6 nM
Ub-GFP proteasome: ubiquitin-GFP accumulation via proteasome inhibition | Ubiquitin-GFP reporter cells, proteasome inhibition, GFP fluorescence; response scale: untreated = 0%, 10 µM MG-132 = 100% | Potency, µM (series often up to 45.9 µM), for the others: at the highest dose activation (GFP accumulation), actives largely listed as activators | 67,000 tested, under 10 active | AID 526; active means well fitted activation curve with a large enough effect, not every such curve was filed as active; inconclusive means small, poorly fitted or top-dose-only effect, or another doubt; inactive means no such curve, though single readings can be large or run the other way; further: potency means the concentration at half of the fitted maximal effect
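Proteasome block read as GFP accumulation: ubiquitin(G76V)-GFP U2OS cells exposed to compound (2.9 nM–46 uM) for 4 hr at 37 C. Normalization used untreated cells as 0% and 10 uM MG-132 as 100%; concentration-response curves fitted.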
CRE Fsk mod: alters forskolin-stimulated CRE reporter signaling in CHO cells. CHO CRE-bla reporter (cAMP response element driving beta-lactamase), forskolin EC10, beta-lactamase ratio. Potency, µM (top dose mostly 38.2 µM), for the others: at the highest dose activity change, negative = inhibition, most hits filed as activators. 71,000 tested, 2.5% active. AID 662; active means well fitted activation curve with a large enough effect in the signal ratio, with a control signal flat, not every such curve was filed as active; inconclusive means small, poorly fitted or top-dose-only effect, or effect the other way, or a change in a side signal; the % refers to the signal ratio; further: potency means the concentration at half of the fitted maximal effect; % of control where 0% means no effect
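CRE-bla CHO reporter cells treated with compound titration plus EC10 NKH 477 (water-soluble forskolin), incubated 3 h at 37 °C; CCF4 loading 2 h at room temperature, 460/530 nm emission ratio read, AC50 values derived for positive or negative modulators.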
FLuc inh: blocks Photinus pyralis firefly luciferase activity; purified firefly luciferase, luminescence, 8 min; Potency, µM (series often up to 57.1 µM), for inactives: top-dose activity change, negative = inhibition, hits mostly inhibitors; 72,000 tested, 2.2% active; AID 411; further: potency means the concentration at half of the fitted maximal effect; on the % scale 0 is the no-effect control and ±100 the full control effect; nearly all actives have a fitted effect of over 40% in size
Target sequence (P08659 whole entry, looked up): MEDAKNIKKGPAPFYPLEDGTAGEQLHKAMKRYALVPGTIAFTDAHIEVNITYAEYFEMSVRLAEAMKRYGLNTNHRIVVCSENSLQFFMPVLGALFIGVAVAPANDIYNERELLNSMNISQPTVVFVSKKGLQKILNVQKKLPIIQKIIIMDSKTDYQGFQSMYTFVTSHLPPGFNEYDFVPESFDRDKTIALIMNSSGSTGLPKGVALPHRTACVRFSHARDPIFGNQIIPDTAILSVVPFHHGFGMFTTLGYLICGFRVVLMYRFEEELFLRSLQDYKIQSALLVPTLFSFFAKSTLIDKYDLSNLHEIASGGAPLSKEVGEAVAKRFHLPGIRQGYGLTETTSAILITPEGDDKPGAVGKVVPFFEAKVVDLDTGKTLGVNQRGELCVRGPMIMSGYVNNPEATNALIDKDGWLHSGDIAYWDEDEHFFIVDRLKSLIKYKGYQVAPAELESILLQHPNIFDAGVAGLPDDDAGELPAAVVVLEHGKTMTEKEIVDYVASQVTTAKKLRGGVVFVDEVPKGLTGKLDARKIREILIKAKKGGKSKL
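Inhibition of light generation by firefly luciferase from ATP and luciferin was profiled with concentration-response curves per sample, ATP held at 10 uM within the enzyme's linear range. Plates were read by luminescence after an 8-minute ambient incubation.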
Fluorescein autfl: compound autofluorescence in fluorescein spectral region. Compound autofluorescence, 480/540 nm, fluorescein-equivalent; active compounds read high. max fluorescein-equivalent concentration, M. 59,000 tested, 0.91% active. AID 593; in the data active means max fluorescein-equivalent concentration above about 10 nM; inconclusive means between about 1.1 nM and that limit
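Library compounds, added at multiple concentrations to pH 8.0 Tris buffer (100 mM), incubate 15 min at room temperature before CCD imaging at 480 nm excitation and 540 nm emission.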
Numbers without * were called inactive; i = inactive; u = inconclusive; x = no result given; & = joins results of further samples; ! = not active in a repeat; [ ] = another dose, or the depositor's remark. Unless noted, the call rests on the fitted dose curve; in most records, active means well fitted curve in the direction sought with a large enough effect; inconclusive means small, poorly fitted or top-dose-only effect, or another doubt; inactive means no such curve, though single readings can be large; an effect the other way counts as inactive or inconclusive. Only part of the results is shown, so the mix of outcomes need not match the whole.

SMILES | TexasRed autofl | ERK AVP block | 4-MU autofl | Epigenetic mod | HBB splicing | Hsp90 Hop PPI | A350 autofl | Ub-GFP proteasome | CRE Fsk mod | FLuc inh | Fluorescein autfl
O=c1c2c(n3nnnc3n1Cc1ccccc1)-c1ccccc1CC21CCCC1 | i | -10% | i | -2% | -0.1%[57.5 µM] | -1% | i | -4% | -1% | -6% | i
CCC(=O)N[C@@H]1Cc2ccccc2[C@@H](c2ccccc2)C1 | x | u | x | 1% | x | 7% | x | -1% | -23% | 2% | x
CCOc1ccc(C(=O)Nc2ccc(S(=O)(=O)N3CCOCC3)cc2)cc1OCC | u | -18% | i | 2% | -0.2%[57.5 µM] | 0% | i | -2% | 1% | -1% | i
CN(C)/C=N/c1sc2c(c1C#N)CCC2 | u | -10% | i | 9% | 0.6%[57.5 µM] | -3% | i | 4% | 0% | -4% | i
CS(=O)(=O)N1Cc2ccccc2CC1C(=O)Nc1ccccc1C(N)=O (stereo unspecified) | i | 6% | i | 2% | 0.6% | -4% | i | -2% | 2% | -4% | u
Cc1ccc(SCCNS(C)(=O)=O)cc1 | i | -23% | i | -2% | -0.5% | -4% | i | -1% | -5% | 2% | i
NS(=O)(=O)c1cc(C(=O)O)cc(N2CCCC2)c1Oc1ccccc1 | i | -3%[25.7 µM] | 3.5e-07M* | 5%[20.6 µM] | 0.9%[20.6 µM] | -2%[26 µM] | 3.2e-07M* | -2%[20.5 µM] | -13%[17.1 µM] | -2%[25.5 µM] | u
O=C1C2CCCN2C(c2cccc(F)c2)N1c1cccc(Cl)c1 (stereo unspecified) | x | -12% | x | -2% | 0.2% | -1% | x | -2% | -6% | 2% | x
COc1cc(NS(=O)(=O)c2ccc(N)cc2)nc(OC)n1 | i | 28% | 1.8e-07M*! | -4%&1%[20.6 µM] | 0.9%[20.6 µM] | 1%[26 µM] | 2.1e-07M*! | -6%[20.5 µM] | 6%[17.1 µM] | 2%&-6%[25.5 µM] | u
Cc1nc2sc3c(c2c(=O)o1)CCCC3 | i | 6% | i | -2% | -0.2% | 3% | i | 10% | -19% | 1% | i
Cc1cc(C)cc(Nc2ncc3c(n2)CCCC3=O)c1 | i | 4% | i | 2% | 2.4%[1.84 µM] | -3% | u | 6% | 22% | 13µM* | u
CC(=Nc1cccc(O)c1)c1sc2ccccc2c1O | i | x | u | 2%[20.6 µM] | x | x | 1.1e-08M* | x | x | 7.9µM* | 1.9e-08M*
COc1ccc(C(=O)NC2=C(C#N)CCC2)cc1OC | i | u | i | 0% | -2.0% | -1% | u | 3% | u | 0% | i
O=C(c1ccco1)N(CC1CCCO1)c1nc(-c2ccccc2)cs1 (stereo unspecified) | u | 5% | i | -6% | -2.8% | 7% | i | 3% | 3% | 0% | i
Cn1cnc(S(=O)(=O)N2CCc3ccccc32)c1 | i | 9% | i | 0% | 0.1% | 0% | i | -6% | u | 1% | i
COc1ccc(S(=O)(=O)N2CCC(C(=O)N3CCOCC3)CC2)cc1OC | x | -9% | x | 2% | -1.6% | -1% | x | 28% | 0% | 4% | x
Cc1c(Br)cc(-c2nnco2)cc1Br | x | -10% | x | -3% | -0.4% | 3% | x | -6% | 13% | -1% | x
Cc1cccc(C)c1N1C(=O)C2ON(c3ccccc3)C(c3ccncc3)C2C1=O (stereo unspecified) | i | x | i | -2%[20.6 µM] | x | x | i | x | x | 2%[25.5 µM] | i
CCOc1ncccc1C(=O)OCc1cc(=O)n2c(n1)sc1ccccc12 | i | -4% | i | -1% | -0.8% | -3% | i | -1% | 4% | 3% | u
COc1ccc(-c2nc3ccccc3c(=O)n2CCCn2ccnc2)cc1 | i | u | i | -1% | x | u | i | -1% | 15% | -3% | i
Cc1ccc(C2C(C#N)=C(N)Oc3cc4c(cc32)OCO4)cc1 (stereo unspecified) | i | -8% | i | 0% | x | -8% | i | -2% | -9% | 0% | i
CC(=O)NC1C(=O)N=C(SCC(=O)NCc2ccccc2)NC1=O (stereo unspecified) | i | 1% | i | -2% | -0.3%[57.5 µM] | -4% | i | 13% | -1% | 3% | i
COc1cc(NC2=CC(=O)CC(C)(C)C2)cc(OC)c1OC | i | x | i | 0%[20.6 µM] | x | x | i | x | x | 5%[25.5 µM] | i
Cc1c(NC(=O)Cn2cnc3c(=O)n(C)c(=O)n(C)c32)cccc1-c1nc2ccccc2o1 | u | -4% | i | -2% | -0.9% | -4% | i | -8% | -6% | -2% | u
Cc1onc(-c2ccccc2Cl)c1C(=O)Nc1ccc(CN2CCCC2)cc1 | i | 0% | i | 2% | x | -5% | i | -8% | -6% | 6% | i
CCCc1ccc(Oc2cn[nH]c2-c2ccc(O)cc2O)cc1 | x | u | x | 0% | -1.3%[0.0738 µM] | -18%[11 µM] | x | 1%[9.17 µM] | u | -1% | x
CCOC(=O)Cn1c(CN2CCN(c3cccc(Cl)c3)CC2)nc2c1c(=O)[nH]c(=O)n2C | x | x | x | x | -0.6% | -8% | x | 8% | u | -1% | x
COc1cc2[nH]c(=O)n3nc(-c4ccccc4)nc3c2cc1OC | i | 22% | i | -1% | -0.7% | -5% | i | -3% | u | 1% | u
N#Cc1ccc(CN2CCC3(CC2)CCN(S(=O)(=O)c2ccccc2)CC3)cc1 | i | u | i | -4%[9.22 µM] | -3.6% | u | i | 7% | -9% | 2%[11.4 µM] | i
O=C(COc1ncnc2ccccc12)NCCCN1CCCC1=O | i | 10% | 3.4e-08M* | -1% | -0.3%[57.5 µM] | -1% | 4.7e-08M* | -2% | -1% | -1% | u
CCOC(=O)c1c(C)oc2ccc(O)c(CN3CCCCC3)c12 | i | -24% | u | 0% | -0.3% | -6% | u | -2% | u | -3% | i
O=C(Nc1ccc2c(c1)OCCO2)c1ccc(CN2CCOCC2)cc1 | u | -14% | i | -1% | x | -4% | i | 6% | 0% | 16µM* | i
O=C(Nc1ccccc1)Nc1nncs1 | i | -12% | i | 3% | x | -2% | i | 2% | -6% | -2% | i
COc1ccc(-c2cc(-c3cccs3)c(C#N)c(SCC(=O)NCc3ccco3)n2)cc1 | i | -4% | 2e-07M* | 3% | x | 1% | 1.6e-07M* | 4% | u | -8% | i
Cc1noc(C)c1CSc1ncnc2sc(C)c(C)c12 | i | 24% | i | 1% | -2.2% | 1% | i | 19% | u | 4% | i
O=C(c1ccc(Cl)s1)N1CCN(c2ccccc2)CC1 | x | x | x | x | -0.4% | 3% | x | -2% | 13µM* | 2% | x
Cc1occc(=O)c1OC(=O)Nc1ccccc1 | i | x | i | 2%[20.6 µM] | x | x | i | x | x | -1%[25.5 µM] | i
CCC(C)C1C(C#N)=C(N)Oc2n[nH]c(C)c21 (stereo unspecified) | x | x | x | x | -0.1% | 1% | x | 20% | -10% | 2% | x
O=C(CSc1nc2ccccc2c(=O)n1-c1ccccc1)NCc1ccco1 | u | 9% | i | -1% | x | -6% | i | 3% | 10% | -1% | i
O=C1NC(=O)[C@@](Cc2ccccc2)(c2cccnc2)N1 | i | -10%[11.5 µM] | i | 1%[9.22 µM] | -0.3%[9.22 µM] | -1%[11 µM] | i | -3%[9.17 µM] | 3%[7.6 µM] | 2%[11.4 µM] | u
CCN1CCN(C(c2ccc(F)cc2)c2nnnn2Cc2cccs2)CC1 (stereo unspecified) | u | -3% | i | 1% | x | -1% | i | -1% | -4% | 1% | i
Cc1cc(NC(=O)CSc2nnc(-c3ccoc3C)o2)no1 | i | -18% | i | -5% | 5.3% | u | i | 7% | -9% | 2% | u
CCOC(=O)c1c(C)c(C(=O)N(C)C2CCCCC2)c(C)n1C | i | -25% | i | 0% | -0.8% | -8% | i | 9% | -5% | -1% | i
CCn1c(=N)n(CCOc2ccc(OC)cc2)c2ccccc21 | i | -2% | i | 2% | -0.6%[57.5 µM] | 1% | i | -1% | -15% | 3% | u
CCOC(=O)c1ccccc1NC(=O)c1ccc(NS(C)(=O)=O)cc1 | i | 25µM* | i | 2% | -0.7% | 1% | i | -3% | 13µM* | -1% | i
O=C(c1ccccc1F)N1CCN(c2ccccc2F)CC1 | i | -8% | i | 0% | 0.0% | 0% | i | -6% | 14% | -1% | i
COc1cccc(C(O)CC(N)=O)c1 (stereo unspecified) | i | -3% | i | 0% | 2.4%[57.5 µM] | 1% | i | 0% | 10% | 4% | i

Entries of single compounds, looked up by structure. Order of screens: TexasRed autofl | ERK AVP block | 4-MU autofl | Epigenetic mod | HBB splicing | Hsp90 Hop PPI | A350 autofl | Ub-GFP proteasome | CRE Fsk mod | FLuc inh | Fluorescein autfl
Cc1cc(NC(=O)CSc2nnc(-c3ccoc3C)o2)no1 as listed: i | -18% | i | -5% | 5.3% | u | i | 7% | -9% | 2% | u
COc1cccc(C(O)CC(N)=O)c1 (stereo unspecified) as listed: i | -3% | i | 0% | 2.4%[57.5 µM] | 1% | i | 0% | 10% | 4% | i
